Bioassay records (PubChem BioAssay)
Rad51 HR inh: Rad51 (human) homologous recombination inhibition; Q06609; hRad51 DNA strand exchange, fluorescence dequenching; inhibition, % at 10 µM; 200,000 compounds, 0.085% hits; AID 1385;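 active = inhibition above 40% at the single screening dose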;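 also: 0% = DMSO control wells and 100% = blanks with heterologous ssDNA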
Target sequence (Q06609 whole entry, looked up): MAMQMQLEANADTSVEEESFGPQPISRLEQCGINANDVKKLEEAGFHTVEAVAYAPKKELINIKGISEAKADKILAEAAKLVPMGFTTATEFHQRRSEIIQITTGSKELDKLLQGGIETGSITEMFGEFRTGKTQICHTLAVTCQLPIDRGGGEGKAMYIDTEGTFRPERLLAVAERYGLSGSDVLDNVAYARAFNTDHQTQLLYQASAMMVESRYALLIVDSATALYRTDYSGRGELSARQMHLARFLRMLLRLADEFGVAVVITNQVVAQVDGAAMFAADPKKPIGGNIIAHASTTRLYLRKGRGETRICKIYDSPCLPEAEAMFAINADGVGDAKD
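material = hRad51 filaments on single-stranded DNA | timing = filaments 15 min 37 °C, then compound 30 min | signal = FRET fluorescence dequenching, excitation 485 nm, emission 520 nm | benchmarks = control wells and blank wells on each plate | evaluation = percent inhibition relative to plate controls and blanks | compound = 10 µM final, single point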
hK5 inh: kallikrein 5 (human) inhibition; Q9Y337; recombinant hK5, fluorogenic AMC substrate cleavage; 210,000 compounds, 0.59% hits; inhibition, % at 5 µM;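 active = inhibition of 40% or more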;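 also: 0% = enzyme controls without compound and 100% = no-enzyme blanks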
Target sequence (Q9Y337 67-293 limits assumed): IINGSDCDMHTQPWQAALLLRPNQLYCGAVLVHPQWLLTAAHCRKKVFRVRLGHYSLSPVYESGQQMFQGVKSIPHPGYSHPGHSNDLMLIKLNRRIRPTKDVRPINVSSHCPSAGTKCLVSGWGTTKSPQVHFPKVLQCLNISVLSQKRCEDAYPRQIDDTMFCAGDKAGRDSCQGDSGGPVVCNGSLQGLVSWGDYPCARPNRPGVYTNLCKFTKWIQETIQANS
TNF necrop inh: blocks TNF-alpha induced death of Jurkat FADD-/- cells. activation (protection from cell death), % at 10 µM. AID 463075. 220,000 compounds, 0.068% hits. Jurkat FADD-/- TNF necroptosis rescue, ATP luminescence, 24 h; 0 = TNF only, 100 = no-TNF cells;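 active = activation, meaning protection from cell death, of at least 50% relative to plate controls; inactive = activation below 50%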;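 also: necroptosis triggered by 40 ng/mL TNF-alpha added together with compound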
FXIIa inh: blocks human coagulation factor XIIa protease activity; P00748; purified FXIIa, Boc-QGR-AMC fluorogenic substrate, 2 h; inhibition, % at 5 µM; 220,000 compounds, 0.3% hits; AID 800; in the data active = inhibition above about 40%;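 also: 0% = enzyme with no compound and 100% = blank without enzyme; many of its hits are not listed in these tables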
L929 necroptosis: blocks zVAD induced death of L929 cells | 220,000 compounds, 0.38% hits | viability rescue, % at 10 µM | AID 1377 | L929 zVAD necroptosis rescue, ATP luminescence, 24 h; with zVAD 60 µM;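 active = activation, scaled between plate controls, above about 75%, limit read from the data; inactive = activation under that limit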;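 also: 0% = zVAD with DMSO and 100% = DMSO alone without zVAD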
Hck-Nef inh: inhibitors of human Hck kinase activated by Nef. 220,000 compounds, 0.68% hits. inhibition, % at 20 µM. P08631. AID 463187. Recombinant Hck-YEEI plus Nef, Z-Lyte FRET kinase assay;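 active = Hck-Nef kinase inhibition above about 50%, limit read from the data; inactive = inhibition below that limit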;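 also: 0% = DMSO with Hck plus Nef and 100% = Hck alone without Nef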
Target sequence (P08631 whole entry, looked up): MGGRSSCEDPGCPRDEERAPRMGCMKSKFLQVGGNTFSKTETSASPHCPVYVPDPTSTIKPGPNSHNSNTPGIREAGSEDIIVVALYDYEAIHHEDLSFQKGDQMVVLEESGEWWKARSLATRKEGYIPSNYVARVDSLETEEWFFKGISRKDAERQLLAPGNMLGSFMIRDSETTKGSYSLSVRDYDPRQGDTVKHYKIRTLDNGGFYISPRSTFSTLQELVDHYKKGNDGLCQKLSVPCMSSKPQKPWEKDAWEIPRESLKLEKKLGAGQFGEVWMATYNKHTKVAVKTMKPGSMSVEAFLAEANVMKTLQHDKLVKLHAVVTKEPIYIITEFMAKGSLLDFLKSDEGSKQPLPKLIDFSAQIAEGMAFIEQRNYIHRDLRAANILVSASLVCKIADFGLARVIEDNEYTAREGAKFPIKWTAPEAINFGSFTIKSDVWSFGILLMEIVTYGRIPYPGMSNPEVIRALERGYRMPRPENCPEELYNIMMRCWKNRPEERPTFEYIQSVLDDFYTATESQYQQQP
KCC2 mod: KCC2 (human) Cl- transport modulation; Q9H2X9; KCC2 cells, thallium flux FluoZin-2 fluorescence; 190,000 compounds, 2.2% hits; B-score of Tl+ flux slope (higher = more flux/activation; lower = inhibition) at 10 µM;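 active = thallium flux slope and its plate-corrected score both differing from the plate sample mean at a set confidence after two filtering rounds, in either direction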;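 also: slope of fluorescence scaled to starting intensity during 10 to 20 s after thallium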
Thrombin inh: inhibitors of human thrombin | inhibition, % at 5 µM | alpha-thrombin, Boc-VPR-AMC fluorogenic substrate cleavage | 220,000 compounds, 0.26% hits;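 active = inhibition at or above 40%; inactive = inhibition below 40%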;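 also: 0% = enzyme with no compound and 100% = wells without enzyme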
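System – human alpha-thrombin protein · Reagent – Boc-VPR-AMC substrate, 15 µM final · Compound – 5 µM single dose in 0.2% DMSO · Schedule – reaction at room temperature · Technique – AMC fluorescence at 355 nm excitation and 460 nm emission · Read-out basis – % inhibition relative to enzyme controls and enzyme-free blanks · Control set – no-compound enzyme wells and no-enzyme blanks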
FXIa inh: inhibitors of human coagulation factor XIa | P03951 | purified FXIa, Boc-Glu-Ala-Arg-AMC fluorogenic substrate | inhibition, % at 5 µM | 220,000 compounds, 0.14% hits;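 active = inhibition of at least 40%; inactive = inhibition below 40%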;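 also: fluorescence of freed AMC excited at 355 nm; 0% = enzyme without compound and 100% = no enzyme blank; many of its hits are not listed in these tables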
Starred values were filed as active, the others as inactive; i = inactive; / = not tested or not shown. Only part of the results is shown; rates above refer to the full screens.

SMILES	Rad51 HR inh	hK5 inh	TNF necrop inh	FXIIa inh	L929 necroptosis	Hck-Nef inh	KCC2 mod	Thrombin inh	FXIa inh
O=C(Cn1cccc1)N1CCN(c2ccc(F)cc2)CC1	-5	2	0.2	18	0.8	2	/	-6	6
CC(C)C(=O)Nc1nnc(Cc2ccccc2)s1	2	-15	0.9	13	1.3	3	/	-7	2
COCCNC(=O)c1cc(-c2cccnc2)nc2ccc(Br)cc12	-3	-6	-1.1	16	-0.3	-10	/	3	4
COc1cccc(/C=C(/C(=O)OCC(=O)NC2CCCCCCC2)c2ccccc2)c1	4	-9	2.4	10	3.0	0	-1	-12	0
CN(C(=O)c1ccccc1)C1(C)CCS(=O)(=O)C1 (stereo not drawn)	0	4	-0.7	17	0.5	-1	-0.16	-1	-5
O=C(Nc1ccncc1)c1ccc(C(=O)Nc2ccncc2)cc1	-4	-6	1.6	-6	1.8	11	-0.29	-1	0
COc1ccc(N(CCCN2C(=O)c3cccc4cccc(c34)C2=O)C(=O)c2cccc(OC)c2)cc1	-9	-5	-2.9	10	-0.8	1	-0.037	-11	3
O=C(CSc1nc(-c2ccc(F)cc2)cs1)NCCN1C(=O)CSC1=O	4	-2	0.2	4	3.3	1	0.05	-2	-2
OC(COc1cccc2ccccc12)CN1CCN(c2ccccn2)CC1 (stereo not drawn)	4	-3	0.6	4	2.6	-2	0.096	-7	-13
CC(=O)Nc1ccc(Oc2cncc(Cl)c2)nc1	16	3	2.2	7	0.1	5	-0.39	0	1
COc1ccc(C(=O)CCNc2ccc3c(c2)OCCO3)cc1	9	2	0.7	4	-1.0	17	0.51	0	-9
C=CCOc1ccc(/C=N/N2C(=O)C(CC(=O)Nc3ccc(F)cc3F)SC2=NC)cc1 (stereo not drawn)	2	-1	3.7	2	0.6	5	0.41	-1	-9
Cc1ccc(CC(=O)NCCS(=O)c2ccc(C)cc2)cc1 (stereo not drawn)	-7	12	0.0	11	0.7	22	/	-2	-18
CCSc1nc2c(cnn2-c2ccc(C)cc2)c(=O)[nH]1	-6	-2	-0.7	15	0.3	2	-1.2	-4	3
CCOC(=O)c1ccc(NC(=O)Nc2ccc(F)cc2)cc1	-8	-2	4.8	16	0.4	0	/	4	3
CC(=O)N(c1c(C)n(C)n(-c2ccccc2)c1=O)C1(C(=O)NC2CCCCC2)CCCCC1	4	-8	-0.6	9	0.9	0	0.35	-3	7
COc1ccc(C2=NN(C(=O)c3cccs3)C(c3ccccc3O)C2)cc1 (stereo not drawn)	4	4	-2.1	10	-0.8	26	0.48	10	6
CC(=O)c1c(-c2ccccc2)c2ccccc2[nH]c1=O	-1	0	-1.1	8	26	21	/	0	-2
CC1CCN(c2nc3ccccc3nc2N2CCC(C)CC2)CC1	/	-2	-0.4	9	-0.7	1	1.5	-8	-2
CSCCC(C(=O)OC1CCOC1=O)N1C(=O)c2ccccc2C1=O (stereo not drawn)	31	0	0.8	4	2.8	22	0.14	9	-3
CCOc1ccc(CN(C)CC(=O)Nc2cccc(S(=O)(=O)N(C)c3ccccc3)c2)cc1	4	3	0.1	12	-0.6	-2	0.00022	2	2
Cn1nc(C(F)(F)F)c2cc(C(=O)Nc3ccc(F)cc3)sc21	1	1	4.7	5	1.3	2	-0.12	-4	4
O=C(NCc1ccccc1Cl)C1CCN(C(=O)c2sccc2-n2cccc2)CC1	2	-15	3.2	2	-0.1	-4	0.16	-8	-7
S=C1NC2(CCCC2)Nc2ccccc21	-8	3	0.6	6	2.3	23	2.6	-7	0
Cc1ccc(NC(=O)C(NCc2ccccn2)c2ccccc2)cc1 (stereo not drawn)	-1	0	1.9	6	1.1	24	0.6	-11	-1
CCc1ccc(C(=O)COC(=O)CNC(=O)COc2ccccc2)cc1	10	7	1.5	16	1.7	-11	-2.2	0	22
CC(C)(C)C1CCC(=NNc2ccc(S(N)(=O)=O)cc2[N+](=O)[O-])CC1 (stereo not drawn)	4	-17	2.4	8	5.0	10	0.65	-4	6
NC(=O)c1cnn(-c2cccc(Cl)c2)c1N	/	6	0.2	27	0.0	17	0.26	11	3
CCOC(=O)C(=CNc1ncccc1C)C(=O)OCC	2	-11	-2.9	17	0.0	0	-2	0	3
COc1cc(NS(=O)(=O)c2ccc(NC(=O)c3ccco3)cc2)nc(OC)n1	8	5	-1.0	2	0.1	1	-0.087	-1	2
COc1ccc(C2CC(c3ccccc3)=NN2C(=O)COC(=O)c2cccc(S(=O)(=O)N(C)C)c2)cc1 (stereo not drawn)	-1	5	4.7	-1	-0.5	-1	0.5	-11	-2
CSCc1ccc(C(=O)NCc2ccc(C)cc2)cc1	-41	-10	2.7	11	/	6	0.48	-2	4
O=C(O)CSc1ccccn1	0	-8	-3.0	13	0.6	-1	0.21	3	1
Cc1ccccc1-n1nc2c(c1NC(=O)c1c(-c3ccccc3Cl)noc1C)CSC2	-5	2	0.2	-9	-0.3	2	-0.96	-3	-10
CCN(CC)c1ccc2cc(-c3nnc(-c4ccncc4)o3)c(=O)oc2c1	1	-47	-0.3	-11	0.0	-13	i	-5	4
Cc1ccc(-c2nc3c(c(=O)c4ccccc4n3C)c(=O)n2-c2ccc(F)cc2)cc1	13	2	-0.9	10	1.3	12	-0.12	1	4
CC(=O)Nc1ccccc1C(=O)C(=O)Nc1ccccc1	-5	-5	1.6	3	1.0	2	0.19	-4	2
Cc1ccc(OC(=O)c2cccc(C(=O)Oc3ccc(C)cn3)n2)nc1	10	-66	-0.2	3	-0.1	2	-0.29	-2	-1
O=C(N/N=C/c1c(F)cccc1Cl)c1ccc(Cn2cc(Br)cn2)o1	/	30	0.3	23	0.6	0	-1.7	28	22
O=C1CCCN1CN(C(=O)c1ccccc1)c1ccccc1	-7	3	0.1	11	1.3	8	-0.12	-2	-1
COc1nccnc1NS(=O)(=O)c1ccc(NC(=S)NC(=O)c2cccc(F)c2)cc1	2	-4	0.8	2	0.5	-2	1	0	8
COc1cc(OC)c2c(-c3ccccc3)cc(=O)oc2c1C(CCN1CCCC(C)C1)c1ccc(N(C)C)cc1 (stereo not drawn)	5	3	-13	11	7.4	20	0.83	4	3
CN(C1CCCCC1)S(=O)(=O)c1cccc(C(=O)OCC(=O)NC2CCCc3ccccc32)c1 (stereo not drawn)	3	-14	1.7	13	0.3	2	-4.1	-4	5
N#CC1C(=O)NC(N2CCN(c3ccccc3)CC2)=NC12CCCCC2 (stereo not drawn)	-1	3	-1.6	16	0.5	0	0.045	1	0
CCN(CC)c1ccc(-c2nn3c(-c4cccnc4)nnc3s2)cc1	/	-21	-17	7	1.1	32	-0.54	-10	-23
CCOc1ccc(N2C(=O)CC(N3CCc4ccccc43)C2=O)cc1 (stereo not drawn)	-1	2	-0.7	6	-0.1	2	/	4	5
COc1cscc1C(N)=O	13	-1	2.0	7	1.0	20	-1.5	-2	-2
CCOc1ccc(C2CC(c3cccc(OC)c3)Nc3ncnn32)cc1 (stereo not drawn)	3	-9	0.5	14	0.8	1	1.6	4	4
CCCCCCCCOC(=O)C(NC(=O)CCC(=O)Nc1ccc(S(N)(=O)=O)cc1)C(O)c1ccccc1 (stereo not drawn)	5	-2	-2.3	0	0.6	-2	-1.3	-1	-1
O=C(Cc1cccc2ccccc12)Nc1ccc(OC(F)F)c(Cl)c1	3	-12	2.6	12	-0.1	2	0.63	-4	9
CCOC(=O)c1ccc(NC(=O)CN2C(=O)CSCC2=O)cc1	7	14	2.1	5	1.7	2	-0.17	-2	10
O=C(CN1CCOCC1)Nc1ccccc1NC(=O)C1CCN(c2ncccn2)CC1	-2	-17	0.2	17	1.3	3	/	0	1
CCc1ccc(-c2cc(C(F)(F)F)n3nc(C(=O)Nc4c(C)nn(Cc5ccccc5Cl)c4C)cc3n2)s1	-1	-9	0.1	5	0.5	10	-0.044	-1	-7
O=C(CNS(=O)(=O)c1ccccc1)NCC(=O)OCc1ccc(Br)cc1	20	/	-0.1	10	0.3	18	/	0	3
COC(=O)c1ccc(Oc2nc(NC(C)C)nc(SC)n2)cc1	6	4	-1.7	44*	-0.5	11	-0.036	1	8
CC(C)C(=O)Nc1ccc(Br)cc1Cl	/	/	1.0	12	0.0	-4	0.62	0	3
Cc1ccc(CNC(=O)COC(=O)CCC(=O)c2cccs2)cc1	20	-12	-0.9	3	1.8	13	-1.3	7	-6
COc1cccc2cc(C(=O)N3CCN(C45CC6CC(CC(C6)C4)C5)CC3)c(=O)oc12	-8	65*	1.4	18	0.6	-1	-0.8	19	12
CN1/C(=C\C(=O)CN2C(=O)NC3(CCCCCC3)C2=O)C(C)(C)c2ccccc21	3	-21	-6.0	5	-0.5	2	-3.6*	-10	-7
Cc1cccc(NN=C2c3ccccc3-c3ccccc32)c1	-3	1	-2.9	2	-0.8	0	0.75	-6	-1
Going on with the list.
SMILES	Rad51 HR inh	hK5 inh	TNF necrop inh	FXIIa inh	L929 necroptosis	Hck-Nef inh	KCC2 mod	Thrombin inh	FXIa inh
Cc1cc(C)n(-c2cc(C(=O)O)cc(C(=O)O)c2)n1	2	-1	1.0	5	-0.8	19	-0.87	-5	3
CC(c1ccccc1F)n1cc(C(=O)NCCc2ccco2)nn1 (stereo not drawn)	2	4	-1.0	18	1.1	1	/	2	6
Fc1ccc(-n2cnnn2)c(F)c1	-1	-11	-1.6	-4	-0.2	0	0.39	5	0
COc1cccc(CNC(=O)Cc2ccc(-n3c(=O)[nH]c4ccccc4c3=O)cc2)c1	8	-9	-4.1	6	0.5	0	-0.94	-3	2
Nc1nnc(Cc2ccc(Cl)cc2)s1	-1	-7	-0.7	4	0.3	1	/	1	2
CN(CCC#N)C(=O)c1ccc(CNS(=O)(=O)c2ccc(F)cc2)cc1	3	-7	-2.0	-14	0.0	3	-0.013	-5	-15
Cn1c(=O)c2c(SCC(=O)N3CCN(c4ccccc4)CC3)nc(C3CC3)nc2n(C)c1=O	-4	5	-8.3	6	0.2	13	-0.083	3	3
COc1ccc(OC)c(NC2=NC3(CCCC3)N=C(N)N2)c1	-4	-15	-1.4	24	-0.3	7	-0.014	-1	20
CCCCC(C)n1[nH]c(=O)cc1N (stereo not drawn)	0	-5	1.5	4	0.4	-1	-0.75	-3	-7
CCOc1ccc(OCC)c(NC(=O)CN2CCN(c3cccc(C)c3C)CC2)c1	2	10	0.3	8	0.5	-18	0.16	-7	0
COc1cc2c(cc1OC)C(C)N(C(=O)c1ccc(Br)o1)CC2 (stereo not drawn)	3	2	-1.4	6	1.6	0	-0.72	-8	4
O=C(CN1C(=O)S/C(=C\C=C\c2ccccc2)C1=O)Nc1ccc(C(=O)O)cc1	5	22	1.0	4	0.2	38	-2.5	-6	-1

An excerpt of these results, with two lines to a compound.
Below each compound – Rad51 HR inh, hK5 inh, TNF necrop inh, FXIIa inh, L929 necroptosis, Hck-Nef inh, KCC2 mod, Thrombin inh, FXIa inh
Cn1nc(C(F)(F)F)c2cc(C(=O)Nc3ccc(F)cc3)sc21
    1, 1, 4.7, 5, 1.3, 2, -0.12, -4, 4
S=C1NC2(CCCC2)Nc2ccccc21
    -8, 3, 0.6, 6, 2.3, 23, 2.6, -7, 0
CSCCC(C(=O)OC1CCOC1=O)N1C(=O)c2ccccc2C1=O (stereo not drawn)
    31, 0, 0.8, 4, 2.8, 22, 0.14, 9, -3
CCCCCCCCOC(=O)C(NC(=O)CCC(=O)Nc1ccc(S(N)(=O)=O)cc1)C(O)c1ccccc1 (stereo not drawn)
    5, -2, -2.3, 0, 0.6, -2, -1.3, -1, -1
